Bioassay records: PubChem, several laboratories
NALP1 yeast inh – blocks the NALP1 inflammasome reconstituted in yeast | actives 0.61% (n = 280,000) | AID 2071 | S. cerevisiae NALP1/ASC/caspase-1 growth, X-gal OD620, 72 h | inhibition, % at 10 µM; in the data active = inhibition mostly above about 24%, no sharp cut-off; inactive = mostly below about 32%; note: some compounds called inactive have numbers as strong as hits
MEKK2wt PB1 HTS – raises or lowers MEK5 binding to wildtype human MEKK2 PB1 domain; bead flow cytometry, Alexa488-MEK5 binding to MEKK2 WT; actives lie on both sides; Q9Y2U5; actives 1.1% (n = 290,000); binding response (% of control), % at 10 µM; in the data active = binding response below about 67% or above about 130%
MEKK3 PB1 HTS – raises or lowers MEK5 binding to the human MEKK3 PB1 domain; AID 1529; binding response (% of control), % at 10 µM; actives 1.4% (n = 290,000); bead-based flow cytometry, Alexa488-MEK5 binding to MEKK3; actives lie on both sides; 0 = blocked by unlabeled MEK5, 100 = vehicle;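 active = binding response more than 3 SD above or below the average of its plate-row segment, actives on both sides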;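 note: Alexa488 bead fluorescence after subtracting the streptavidin-only scavenger bead signal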
OXTR ag – agonists of human oxytocin receptor. CHO-OTR cells, Fluo-8 calcium fluorescence; normalized: DMSO 0%, oxytocin 100%. activation, % at 3 µM. actives 0.32% (n = 320,000). AID 2435;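 active = activation above the mean of all tested compounds plus 3 SD, cutoff set per screening run, cut at about 20% in these data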;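 note: peak over basal fluorescence ratio from a 100 s FLIPR kinetic read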
Target sequence (P30559 whole entry, looked up): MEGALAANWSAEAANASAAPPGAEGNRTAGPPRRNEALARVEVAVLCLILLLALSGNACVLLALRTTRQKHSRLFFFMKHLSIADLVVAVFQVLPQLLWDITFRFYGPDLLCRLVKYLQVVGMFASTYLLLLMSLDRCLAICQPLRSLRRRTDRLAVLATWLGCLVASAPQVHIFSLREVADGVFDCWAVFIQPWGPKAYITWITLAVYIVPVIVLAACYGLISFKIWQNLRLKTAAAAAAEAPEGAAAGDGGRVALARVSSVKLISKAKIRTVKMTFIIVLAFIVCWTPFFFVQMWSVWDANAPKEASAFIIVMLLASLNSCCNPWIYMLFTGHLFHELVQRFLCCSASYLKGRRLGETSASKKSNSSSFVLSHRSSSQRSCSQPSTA
GPR7 antag – blocks human GPR7 receptor signaling; P48145; GPR7-expressing cells, fluorescence antagonist assay; inhibition, % at 4.4 µM; actives 1.1% (n = 290,000); in the data active = inhibition above about 16%, passing the limit was not always enough;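 note: cells stimulated with the agonist NPW; 0% = agonist with vehicle and 100% = vehicle without agonist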
Target sequence (P48145 whole entry, looked up): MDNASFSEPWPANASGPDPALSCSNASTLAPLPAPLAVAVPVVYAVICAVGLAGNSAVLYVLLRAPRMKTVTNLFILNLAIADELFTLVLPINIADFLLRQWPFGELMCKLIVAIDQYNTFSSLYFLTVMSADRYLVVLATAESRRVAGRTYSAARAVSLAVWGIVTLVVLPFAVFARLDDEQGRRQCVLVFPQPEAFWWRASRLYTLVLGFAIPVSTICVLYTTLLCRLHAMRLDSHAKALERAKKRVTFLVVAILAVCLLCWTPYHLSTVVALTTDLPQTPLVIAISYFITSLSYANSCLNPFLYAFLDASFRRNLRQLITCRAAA
MEKK2 mut-MEK5 – signal of MEK5 binding to mutant human MEKK2 PB1 domain; actives 0.35% (n = 290,000); AID 1530; percent response, % at 10 µM; bead flow cytometry, Alexa488-MEK5 binding to MEKK2 mutant; in the data active = percent response above about 24%, passing the limit was not always enough; note: inactives centre near 1; some results filed as inactive read as strong as hits; reference of the scale not given here
DNA FID counter – fluorescent intercalator displacement, NS3 helicase counter-screen. DNA fluorescent intercalator displacement, fluorescence. inhibition, % at 7.9 µM. actives 0.17% (n = 290,000); in the data active = inhibition above about 37%;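 note: 0% = vehicle and 100% = reference compound; higher means more ethidium bromide displaced from hairpin DNA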
PHOSPHO1 block – blocks human PHOSPHO1 phosphatase activity. Q8TCT1. AID 1565. actives 1.1% (n = 290,000). inhibition, % at 13.3 µM. recombinant PHOSPHO1, absorbance phosphatase assay; in the data active = inhibition above about 60%
Target sequence (Q8TCT1 whole entry, looked up): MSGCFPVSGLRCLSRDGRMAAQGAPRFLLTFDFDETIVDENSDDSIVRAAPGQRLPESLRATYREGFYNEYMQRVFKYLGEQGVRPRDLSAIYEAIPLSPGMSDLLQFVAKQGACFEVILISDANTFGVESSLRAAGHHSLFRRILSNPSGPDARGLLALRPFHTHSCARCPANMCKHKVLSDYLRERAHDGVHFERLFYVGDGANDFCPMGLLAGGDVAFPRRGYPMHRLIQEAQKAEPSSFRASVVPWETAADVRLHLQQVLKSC
M18AAP inhibitor – blocks P. falciparum M18 aspartyl aminopeptidase. recombinant PfM18AAP, H-Glu-NHMec fluorogenic cleavage. inhibition, % at 7.35 µM. actives 1.2% (n = 290,000). AID 1822;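 active = inhibition above the campaign mean inhibition over all tested compounds plus 3 SD, cut at about 28% in these data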;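 note: 0% = plate median of test compound wells and 100% = 2 mM ZnCl2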
* marks the source's active call; other numbers are inactive results; x = not tested or not shown; [ ] = dose if it differs, or a comment. Only part of the results is shown; the hit share may differ from the screen's.

SMILES	NALP1 yeast inh	MEKK2wt PB1 HTS	MEKK3 PB1 HTS	OXTR ag	GPR7 antag	MEKK2 mut-MEK5	DNA FID counter	PHOSPHO1 block	M18AAP inhibitor
C=CCN1C(=O)NC(=O)/C(=C/c2cnc(SC)nc2)C1=O	-0.5	97.0	97.0	0.2	-14.9	1.0	-1.0	37.0	7.0
O=C(CCc1nnc2ccc(NCc3ccccc3)nn12)N1CCC2(CC1)OCCO2	-12.8	95.0	93.0	0.5	-5.5	-14.0	-25.9	6.9	1.0
CN(C)CC1CCCCC1OC(=O)c1ccc(Cl)c(Cl)c1 (stereo not drawn)	25.8	107.0	135.0*	4.2	4.3	0.0	8.2	0.0	-10.6
CN(C)C(=O)Oc1ccc(NC(=O)N2CCOCC2)cc1	0.4	107.0	102.0	0.0	-8.0	2.0	-2.2	x	0.0
CC1CCCN(CC(=O)c2ccc(Cl)c(Cl)c2)C1 (stereo not drawn)	8.0	96.0	105.0	-1.2	-14.5	-6.0	-1.0	32.2	3.5
O=C(c1ccc(Cl)cc1)C1CCCN(Cc2ccc3nonc3c2)C1 (stereo not drawn)	15.7	99.0	101.0	-1.9	1.2	-2.0	-1.1	36.8	0.1
COc1cc(N2CCOCC2)ccc1/C=C1\C(=O)NC(=O)N(Cc2ccc3c(c2)OCO3)C1=O	18.3	85.0	99.0	1.3	-4.9	-6.0	-24.5	-17.0	20.4
COc1ccccc1-n1c(O)c(/C=C2\C=Nc3ccccc32)c(=O)[nH]c1=O	21.3	107.0	102.0	1.8	29.3*	-1.0	-0.9	35.7	40.2*
OC(CNC1CCCCC1)C(F)(F)F (stereo not drawn)	10.7	102.0	100.0	1.2	-2.9	-2.0	-1.9	-35.4	2.9
COc1ccc(C(=O)C2CCCN(Cc3ccon3)C2)c(OC)c1 (stereo not drawn)	7.0	101.0	103.0	0.5	-1.9	2.0	-3.2	41.2	-3.5
O=C(CN1CCCCC1)c1ccccc1F	11.1	88.0	94.0	-0.5	3.3	-11.0	-2.4	0.6	-15.4
Clc1ccc(OCC#CCN2CCOCC2)cc1	-22.8	113.0	107.0	-0.2	-4.2	5.0	-0.1	29.5	1.1
Cc1ccccc1N1C(=O)NC(=O)/C(=C\c2cc(C)n(C)c2C)C1=O	4.2	102.0	105.0	-0.3	-3.0	-5.0	-24.9	0.3	-3.5
O=c1[nH]c(O)c(N=Nc2cccc(S(=O)(=O)N3CCOCC3)c2)c(=O)[nH]1	2.3	102.0	100.0	0.3	-9.8	0.0	-2.4	60.0*	-6.9
CN(C)CCN=Cc1c(O)n(-c2cccc(C(F)(F)F)c2)c(=O)[nH]c1=O	17.9	-2.0*[inhibitor]	2.0*[inhibitor]	1.2	-0.2	-20.0	-5.5	10.1	-0.7
Cc1[nH]c2ccccc2c1CCCNC1CCCCC1	29.3	103.0	87.0	4.0	-3.1	0.0	4.6	-0.5	-9.6
C=C1C(O)(c2ccccc2)C2CC[N+]1(C)CC2 (stereo not drawn)	3.9	103.0	100.0	-0.3	-11.9	1.0	-0.4	-70.8	-7.9
C=CCn1c(O)c(C(C)=NCCc2ccccc2)c(=O)[nH]c1=O	28.3	102.0	100.0	0.1	-1.0	0.0	-15.1	-9.1	-13.4
O=C1NC(=O)C(CCc2ccncc2)(c2ccccc2)C(=O)N1	6.1	104.0	98.0	-0.6	-13.6	-1.0	-1.0	-3.7	-3.6
Cc1cc(OCC(=O)O)c2c3c(c(=O)oc2c1)CCCC3	-0.5	108.0	106.0	-0.3	-7.8	6.0	-6.5	12.2	-5.0
COc1cc2c(c(OC)c1)C(=O)OC(C)CCCC(=O)CCCCC2 (stereo not drawn)	11.3	105.0	99.0	-2.1	-6.4	4.0	-35.0	15.0	-0.7
CCOC(=O)c1c(C)n(CCN2CCN(C)CC2)c2ccc(OC)cc12	-0.9	111.0	100.0	1.6	-11.6	-1.0	16.3	6.8	-1.5
Cc1ccc(C(=O)N[C@@H](C)CN2C3=NC[C@@H](Cc4ccccc4)N3C[C@H]2Cc2ccc(O)cc2)cc1Br	4.2	248.0*	108.0	-0.7	16.7	103.0*	7.7	34.6	4.2
CN(C)CCN(CC1CCCN(Cc2ccccc2F)C1)C(=O)Cc1c(F)cccc1F (stereo not drawn)	-15.5	114.0	104.0	-0.5	-9.2	10.0	4.8	x	6.2
Cc1nc2ccccc2c(=O)n1-c1ccc(Cl)cc1Cl	11.2	104.0	106.0	-2.1	2.1	11.0	-9.5	40.1	2.1
COc1ccc(Cn2c(O)c(C=NCCN3CCOCC3)c(=O)[nH]c2=O)cc1	-1.7	103.0	102.0	-0.5	7.5	2.0	-5.8	25.5	-5.2
CN1[C@@H]2CC[C@H]1CC(OC(=O)C1C=Nc3ccccc31)C2 (stereo partly drawn)	15.0	91.0	88.0	0.6	6.2	2.0	-1.6	8.4	5.8
Fc1ccc(Cn2nnnc2C(c2ccc(Cl)cc2)N2CC=C(c3ccc(F)cc3)CC2)cc1 (stereo not drawn)	-29.9	108.0	103.0	-0.9	-1.2	-1.0	-0.1	-17.3	2.6
CC(=O)C1C(=O)NC23CCCCC2C1c1ccccc1O3 (stereo not drawn)	34.0	87.0	94.0	-1.3	-5.6	-2.0	-1.7	-3.4	-3.8
CCN1CCN(c2ccc([N+](=O)[O-])cc2C(=O)OC)CC1	1.6	100.0	101.0	0.2	-12.7	1.0	3.8	35.3	2.0
COC(=O)C1=C(c2ccc(S(C)(=O)=O)cc2)C[C@@H]2CC[C@H]1N2C(=O)N1CCC(C)CC1	x	97.0	100.0	-0.8	x	3.0	x	x	x
c1ccc(CCn2nnnc2CN2CCC(n3nnc4ccccc43)CC2)cc1	-8.9	98.0	101.0	0.1	8.4	-1.0	-20.5	-10.0	-2.1
CCOC(=O)c1c(/N=C/C2C(=O)NC(=O)NC2=O)sc2c1CCC2	-11.3	74.0	65.0	-2.8	6.7	-11.0	4.9	-131.1	17.1
COc1ccc(OC)c(N2C(=O)NC(=O)/C(=C\c3ccc([N+](=O)[O-])s3)C2=O)c1	1.4	89.0	90.0	1.8	1.7	-3.0	-13.8	-123.9	-5.0
COc1ccccc1N1CCN(CCc2ccccc2)CC1	7.7	103.0	100.0	-0.8	-11.0	7.0	0.1	24.7	-6.2
CN1CCN(c2ccc(S(C)(=O)=O)cc2[N+](=O)[O-])CC1	32.5	102.0	107.0	0.8	-8.1	-1.0	1.7	-4.0	4.1
COc1ccc(-n2nc(C(=O)NCC(=O)N3CCC4(CC3)OCCO4)c3ccccc3c2=O)cc1Cl	1.0	94.0	95.0	2.6	-7.7	0.0	-38.5	47.9	6.0
CC(=O)Nc1cccc([As](=O)(c2cccc(NC(C)=O)c2)c2cccc(NC(C)=O)c2)c1	-14.8	104.0	105.0	0.6	-5.4	7.0	-11.6	35.7	0.7
C[N+]1(C)CCOC(O)(c2ccc(-c3ccc(C4(O)C[N+](C)(C)CCO4)cc3)cc2)C1 (stereo not drawn)	13.5	79.0	60.0	-0.3	-4.4	5.0	17.3	1.1	0.6
CCCCn1c(O)c(C(CC)=Nc2ccc(OC)cc2OC)c(=O)[nH]c1=O	7.5	96.0	99.0	2.7	-11.7	1.0	-7.6	44.7	-2.1
Clc1ccc2sc(C3CCNCC3)nc2c1	16.1	124.0	104.0	1.7	-3.5	12.0	-1.5	32.7	-7.9
Cc1ccc(-c2nc3ccccc3c(=O)n2-c2nccs2)cc1	8.7	102.0	103.0	-0.7	0.7	6.0	-3.6	33.9	-0.8
O=C1NC(=O)C(=Cc2ccc(Sc3ccccc3)o2)C(=O)N1	9.0	93.0	92.0	0.2	-5.6	-10.0	-4.3	19.5	9.9
CCCCN1CCC(C#N)(Nc2ccccc2)CC1	26.6	105.0	105.0	1.3	-0.4	6.0	-1.3	-30.9	-8.8
CC1CCC(N(C)C2CCN(C)CC2)CC1 (stereo not drawn)	x	108.0	109.0	0.6	-13.3	9.0	0.4	x	1.3
COc1cc(C(=O)NC(=S)N2C[C@H]3C[C@H](C2)c2cccc(=O)n2C3)cc(OC)c1OC	0.3	98.0	99.0	-0.3	2.2	-2.0	-14.5	3.1	5.7
CCCCN1C(=O)NC(=O)/C(=C/c2cnc(SC)nc2)C1=O	2.5	93.0	91.0	1.0	24.1	-7.0	-8.6	45.2	8.8
O=C(CN1CCN(c2ccccc2F)CC1)Nc1cccnc1Cl	10.3	96.0	98.0	5.5	2.3	0.0	-10.2	35.8	-10.5

Overlap with the part before: 2 compounds; new compounds follow.
SMILES	NALP1 yeast inh	MEKK2wt PB1 HTS	MEKK3 PB1 HTS	OXTR ag	GPR7 antag	MEKK2 mut-MEK5	DNA FID counter	PHOSPHO1 block	M18AAP inhibitor
CCCCN1C(=O)NC(=O)/C(=C/c2cnc(SC)nc2)C1=O	2.5	93.0	91.0	1.0	24.1	-7.0	-8.6	45.2	8.8
O=C(CN1CCN(c2ccccc2F)CC1)Nc1cccnc1Cl	10.3	96.0	98.0	5.5	2.3	0.0	-10.2	35.8	-10.5
CCC(=NCCC(c1ccccc1)c1ccccc1)c1c(O)n(C)c(=O)n(C)c1=O	32.8	92.0	83.0	-2.8	-2.2	-1.0	-1.2	-8.8	1.0
C[N+](C)(C)CC#CCOC(=O)Nc1cccc(Cl)c1	x	108.0	99.0	-0.9	x	3.0	x	x	x
OC1/C(=C/c2ccccc2F)N2CCC1CC2 (stereo not drawn)	2.8	94.0	97.0	0.2	9.8	-5.0	0.9	8.3	1.9
N#Cc1ccccc1Cn1cc(C(=O)c2cccs2)c2ccccc21	6.8	100.0	104.0	0.3	-13.9	4.0	-2.5	-20.1	3.5
COc1cc(CC(C)N)c(OC)cc1I (stereo not drawn)	x	114.0	109.0	2.0	x	4.0	x	x	x
C=CCn1c(O)c(C(CC)=NCc2ccc3c(c2)OCO3)c(=O)[nH]c1=O	-0.4	103.0	104.0	-0.1	3.3	5.0	-17.8	-0.5	9.6
Cn1c(O)c(C=NC2CC3CCC2(C)C3(C)C)c(=O)[nH]c1=O (stereo not drawn)	-18.6	105.0	102.0	-1.4	0.7	3.0	-16.4	-13.5	-7.5
COc1ccc(CC(C)NCCC(c2ccccc2)c2ccccc2)cc1 (stereo not drawn)	x	171.0*	111.0	21.0*	19.1	28.0*	29.7	x	1.4
Cc1c2ccncc2c(C)c2c1[nH]c1ccccc12	95.0*	201.0*	72.0*[inhibitor]	8.8	-15.0	28.0*	53.8*	-18.5	-4.7
O=C(CN1CC=C(c2ccccc2)CC1)NC(=O)NCc1ccccc1	15.3	105.0	104.0	-1.3	-6.1	0.0	-7.3	-13.4	4.2
COc1ccc(OC)c(/C=N/OC(=O)Nc2ccc(Cl)cc2)c1	1.4	99.0	98.0	0.0	-5.9	-7.0	-1.0	55.9	-5.5
COc1cc(CN=C(C)c2c(O)n(C3CCCCC3)c(=O)[nH]c2=O)cc(OC)c1	15.5	85.0	89.0	-0.8	-19.5	-17.0	-10.5	-8.1	-4.2
Cc1nc2ccccc2c(=O)n1-c1ccc(Br)cc1[N+](=O)[O-]	1.7	93.0	101.0	-1.2	-3.4	-10.0	4.0	-25.1	-4.5
COCCNC(=O)c1c(N)n(CCC(C)C)c2nc3ccccc3nc12	1.3	94.0	101.0	6.1	18.8	4.0	-19.3	-2.0	9.0

Of the compounds above, these contain a CF3 group:
SMILES	NALP1 yeast inh	MEKK2wt PB1 HTS	MEKK3 PB1 HTS	OXTR ag	GPR7 antag	MEKK2 mut-MEK5	DNA FID counter	PHOSPHO1 block	M18AAP inhibitor
OC(CNC1CCCCC1)C(F)(F)F (stereo not drawn)	10.7	102.0	100.0	1.2	-2.9	-2.0	-1.9	-35.4	2.9
CN(C)CCN=Cc1c(O)n(-c2cccc(C(F)(F)F)c2)c(=O)[nH]c1=O	17.9	-2.0*[inhibitor]	2.0*[inhibitor]	1.2	-0.2	-20.0	-5.5	10.1	-0.7
